Coupling enz – counter-screen for Giardia aldolase inhibitors: coupling enzyme system. coupling enzyme system counterscreen, AmpLite Red fluorescence. activity change, negative = inhibition, % at 58.2 µM, hits read low. hit rate 0.67% among 290,000. AID 2472; in the data active means activity change below about -30%; further: on the % scale 0 is the no-effect control and ±100 the full control effect
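Counterscreen of the coupled detection system alone, without aldolase: glyceraldehyde-3-phosphate coupling enzymes plus AmpLite Red readout. Compounds at 57.5 uM final, 10 min RT preincubation, 20 min RT reaction, fluorescence 525/598 nm.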
CXXC DNA block – MLL CXXC-DNA interaction inhibition; hit rate 0.037% among 290,000; Potency, µM (series often up to 115 µM), for the others: at the top dose activity change, negative = inhibition, hits mostly inhibitors; Q03164; MLL-CXXC / FITC-HOXA9 DNA fluorescence polarization; AID 2662; active means well fitted inhibition curve with a large enough effect in the polarisation, with a control signal flat, not every such curve was filed as active; inconclusive means small, poorly fitted or top-dose-only effect, or effect the other way, or a change in a side signal; inactive means no such curve, though single readings can be large or run the other way; the % refers to the polarisation; further: potency means the concentration at half of the fitted maximal effect
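Purified MLL-CXXC (added from a 7 uM solution) was preincubated 5 min at ambient with pinned compounds in 50 mM Tris-HCl pH 7.5, 50 mM NaCl, 1 mM DTT, 0.05% BSA. Fluorescein-labeled HOX-A9 DNA (50 nM solution) followed, 30 min, then polarization read.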
USP2a inh – USP2a (human) protease inhibition. O75604. USP2 core, Ub-CHOP2 coupled fluorogenic reporter, 485/531. Potency, µM (titrated, usually from 38.3 µM), without a hit: top-dose activity change, negative = inhibition, hits mostly inhibitors. hit rate 0.01% among 330,000;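 further: potency means the concentration at half of the fitted maximal effect; plate controls were DMSO wells for no effect and full inhibition by NEM control for full effect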
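Deubiquitinase activity read as fluorescence (485/531 nm) after Ub-CHOP2 cleavage activates the enterokinase reporter on its substrate; USP2 core 10nM, Ub-CHOP2 and substrate 25nM each, 30min compound preincubation then 60min RT; data normalized to NEM, curves fitted.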
GALK inh – galactokinase (human) inhibition; hit rate 0.007% among 270,000; Purified GALK, Kinase-Glo residual ATP luminescence; AID 1868; P51570; Potency, µM (series often up to 57.5 µM), inactives show top-dose activity change, negative = inhibition, hits mostly inhibitors; further: potency means the concentration at half of the fitted maximal effect; on the % scale 0 is the no-effect control and ±100 the full control effect
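The enzyme phosphorylates galactose (100 uM) using ATP (35 uM); inhibition is detected as higher residual ATP, quantified by bioluminescence after 1 h reaction at room temperature, pH 8.0.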
TRPV1 ag – agonists of human vanilloid receptor 1 (TRPV1). Q8NER1. TRPV1-expressing cells, Fluo-8 calcium influx, agonist mode. activation, % at 8.33 µM. hit rate 0.19% among 320,000; in the data active means activation above about 80%; inconclusive means between about 30% and that limit; further: 0% is about no effect
Target sequence (Q8NER1 whole entry, looked up): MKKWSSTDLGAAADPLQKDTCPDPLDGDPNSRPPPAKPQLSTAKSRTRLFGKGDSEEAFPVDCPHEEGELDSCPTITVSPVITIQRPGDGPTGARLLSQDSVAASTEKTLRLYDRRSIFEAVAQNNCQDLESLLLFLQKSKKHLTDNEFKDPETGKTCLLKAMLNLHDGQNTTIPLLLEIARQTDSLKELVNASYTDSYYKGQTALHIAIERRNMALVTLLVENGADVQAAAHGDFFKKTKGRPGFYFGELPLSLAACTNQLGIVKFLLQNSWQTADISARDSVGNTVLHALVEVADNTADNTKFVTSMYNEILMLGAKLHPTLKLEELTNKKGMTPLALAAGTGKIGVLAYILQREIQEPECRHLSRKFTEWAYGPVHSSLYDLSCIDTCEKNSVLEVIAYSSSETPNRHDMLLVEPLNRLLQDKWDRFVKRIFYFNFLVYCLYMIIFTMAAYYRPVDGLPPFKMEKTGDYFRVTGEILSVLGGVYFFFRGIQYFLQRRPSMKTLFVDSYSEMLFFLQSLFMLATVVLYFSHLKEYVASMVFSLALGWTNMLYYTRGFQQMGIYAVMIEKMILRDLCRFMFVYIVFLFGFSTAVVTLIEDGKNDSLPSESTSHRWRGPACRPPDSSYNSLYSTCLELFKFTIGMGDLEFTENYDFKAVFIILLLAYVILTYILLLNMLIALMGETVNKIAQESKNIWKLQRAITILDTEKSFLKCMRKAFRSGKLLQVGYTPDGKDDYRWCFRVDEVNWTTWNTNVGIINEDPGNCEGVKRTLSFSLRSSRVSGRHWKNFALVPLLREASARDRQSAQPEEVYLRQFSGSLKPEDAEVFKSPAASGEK
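TRPV1-expressing cells were cultured overnight at 35.5C and loaded with Fluo-8 calcium dye for 40 to 90 min at room temperature. After a 10 s baseline, compound was added and calcium influx was read kinetically for 3 min (ex 480/em 520 nm).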
B2AR arrestin – agonists driving beta-arrestin recruitment to human beta2-adrenergic receptor; P07550; beta-arrestin recruitment to beta2AR, cell-based reporter; Potency, µM (top dose mostly 46.1 µM), inactives show top-dose activation, usual class: activators; hit rate 0.02% among 330,000;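 further: potency means the concentration at half of the fitted maximal effect; 0% = DMSO controls and full agonism = EC100 isoproterenol or metaproterenol; nearly all actives have a fitted effect of over 65% in size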
Giardia kill – kills Giardia lamblia; Giardia lamblia trophozoite viability; hit rate 0.15% among 340,000; activity change, % at 7.66 µM, hits read low; in the data active means activity change below about -80%; inconclusive means between about -30% and that limit;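 further: parasites exposed to compound for two days anaerobically before the ATP read; on the % scale 0 is the no-effect control and ±100 the full control effect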
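Each well holds 100 Giardia trophozoites and compound. After two days (48 hrs) at 37 deg C in anaerobic conditions, ATP is quantified by luminescence.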
PKM2 act – increases activity of human pyruvate kinase M2; hit rate 0.34% among 260,000; purified PKM2, Kinase-Glo ATP luminescence, activation; response scale: 0% is enzyme alone, no compound; Potency, µM (highest dose often 57.5 µM), inactives show top-dose activation, usual class: activators; further: potency means the concentration at half of the fitted maximal effect; on the % scale 0 is the no-effect control and ±100 the full control effect; nearly all actives have a fitted effect of over 55% in size
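hPK-M2, >95% pure; 0.1 mM ADP / 0.5 mM PEP final; imidazole pH7.2 buffer w/ 7 mM MgCl2, 50 mM KCl; 1 h RT; Kinase-Glo lum. Intermediate enzyme activity for dual inhibitor/activator qHTS.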
hERG WT inh – KCNH2 (human, wildtype) channel inhibition | hit rate 0.37% among 340,000 | U2OS, BacMam KCNH2, thallium flux FluxOr; active compounds read low | activity change, % at 1.84 µM | Q12809;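 active means maximum activity change below -70%; inconclusive means maximum activity change between -70% and -50%; inactive means maximum activity change above -50%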; further: on the % scale 0 is the no-effect control and ±100 the full control effect
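U2OS cells were transduced with wild-type KCNH2 virus (2.03 x 10^8 / mL) for 4 h at room temperature, then cultured overnight at 37 C. Thallium flux was read with FluxOr dye. Rate constants were normalized to DMSO controls.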
KCNH2 3.1 inh – KCNH2 3.1 (human) potassium channel inhibition. activity change, % (tested at about 1.8 µM). U2OS KCNH2 3.1, thallium flux FluxOr; active compounds read low. hit rate 0.95% among 340,000;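 active means maximum activity change below -70%; inconclusive means maximum activity change from -70% to -50%; inactive means maximum activity change above -50%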;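 further: thallium influx rate constant from kinetic fluorescence after stimulation buffer; on the % scale 0 is the no-effect control and ±100 the full control effect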
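Kinetic fluorescence (2 min after stimulation buffer) measures Tl+ influx through KCNH2 3.1 expressed by viral transduction in U2OS cells; the rate constant is normalized against DMSO controls serving as positive and negative references.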
Menin MLL FP TR – inhibitors of human menin-MLL interaction, mutant MLL peptide; O00255; Menin + Texas Red MLL mutant peptide, fluorescence polarization; Potency, µM (titrated, usually from 61.6 µM), inactives show at the highest dose FP activity change, negative = inhibition, most hits filed as inhibitors; hit rate 0.23% among 270,000; active means well fitted inhibition curve with a large enough effect in the polarisation, with a control signal flat, not every such curve was filed as active; inconclusive means small, poorly fitted or top-dose-only effect, or effect the other way, or a change in a side signal; inactive means no such curve, though single readings can be large or run the other way; the % refers to the polarisation; further: potency means the concentration at half of the fitted maximal effect; % of control where 0% means no effect; many of its hits are not listed in these tables
Active calls of the source: *; u = inconclusive; x = not tested or not shown; [ ] = remark or other dose. Unless noted, the call rests on the fitted dose curve; in most records, active means well fitted curve in the direction sought with a large enough effect; inconclusive means small, poorly fitted or top-dose-only effect, or another doubt; inactive means no such curve, though single readings can be large; an effect the other way counts as inactive or inconclusive.

SMILES	Coupling enz	CXXC DNA block	USP2a inh	GALK inh	TRPV1 ag	B2AR arrestin	Giardia kill	PKM2 act	hERG WT inh	KCNH2 3.1 inh	Menin MLL FP TR
CCCCCOc1ccccc1C(=O)NCCCCCC(=O)O	12	-2%	1%	4%	0	0.5%	6	-2%	6	18	x
COc1ccc2cc(C(c3nnnn3C3CCCC3)N3CCOCC3)c3nnnn3c2c1 (stereo not given)	-1	-15%	3%	3%	7	0.1%	7	0%	15	-3	-6%
Cc1ccc(NS(=O)(=O)c2ccc(C)c(NC(=S)NCCN3CCOCC3)c2)c(C)c1	x	x	5%	x	x	-0.9%	11	x	4	-36	x
Cc1ccc(N2C(=O)[C@@H]3[C@H](C2=O)[C@H]2C=CC=NN2[C@@H]3C(=O)Nc2ccc(Cl)cc2)cc1	-5	-3%	-12%	2%	3	-0.2%	22	u	7	6	u
CCCCn1c(N)c(N(CC(C)C)C(=O)CSCc2cccc(C)c2)c(=O)[nH]c1=O	x	x	0%	x	-5	0.4%	12	x	-8	-17	x
CCOc1cc(CNCCO)ccc1OCC(=O)NC(C)(C)C	3	14%	0%	0%	0	-0.3%	-16	-19%	11	-6	-2%
Cc1noc(C)c1CSCC(=O)Nc1ccc(S(C)(=O)=O)cc1	x	x	0%	x	-1	-0.3%	3	x	11	1	x
COc1cc(CN2CCCC(CO)(Cc3ccccc3C)C2)cc2c1OCO2 (stereo not given)	-1	3%	1%	-3%	2	-0.7%	10	-1%	11	-8	-17%
N#Cc1cccc(CN2C=NS(=O)(=O)c3ccccc32)c1	0	2%	4%	x	1	0.3%	-6	x	-2	7	8%
CCOc1ccc(S(=O)(=O)N2CCOCC2)cc1NC(=O)C1CCC1	x	-1%	1%	6%	8	0.5%	-6	1%	-5	-8	x
c1ccc2c(-c3nc(C4CCCCC4)no3)cc(-c3ccncc3)nc2c1	-2	-2%	-1%	0%	-25	-0.1%	-8	-2%	1	7	u
Cc1nc(N(C)C)c2sc(=S)n(C)c2n1	2	5%	u	2%	x	0.1%	3	5%	-7	1	0%[11.7 µM]
Cn1cc(S(=O)(=O)N2CCCC2)cc1C(=O)N1CCN(c2ccccc2)CC1	0	x	0%	x	1	-0.4%	-7	-12%	-4	-8	-12%
COc1ccc(NC(=O)C2CCCN(S(C)(=O)=O)C2)cc1 (stereo not given)	-3	-5%	2%	3%	-2	-0.3%	u	-1%	-11	9	-4%
C=CCn1c(SCC(=O)N2c3ccccc3Sc3ccccc32)nnc1-c1ccco1	4	10%	0%	-1%	0	-0.9%	9	4%	-8	-4	x
COc1ccc(/C=N/NC(=O)c2cccc(C(F)(F)F)c2)cc1	0	1%	4%	-2%	28	0.1%	-5	-2%	-17	3	27%
Cc1ccc(OCCC(=O)N(Cc2ccccc2)c2c(N)n(Cc3ccccc3)c(=O)[nH]c2=O)cc1	x	x	-1%	x	2	-1.4%	-20	x	-1	-5	x
O=C(COC(=O)CNC(=O)c1ccc(Cl)cc1Cl)NCc1ccco1	x	x	0%	x	-3	0.0%	-6	x	-7	6	x
COc1ccc(-c2nc(CS(=O)(=O)CC(=O)NCCc3cc(OC)ccc3OC)c(C)o2)cc1	0	-2%	0%	0%	5	-0.7%	-2	-4%	11	19	-16%
COc1ccc(C(=O)Oc2cc(C)[nH]c(=O)c2[N+](=O)[O-])cc1	5	152%[activator]	3%	x	3	-0.8%	-1	0%	6	0	1%
N#CC(C#N)=C1C=CC=CN1/C(=C\c1ccco1)C(=O)c1ccccc1	-1	105%[activator]	-1%	1%	26	-0.5%	-14	18%	1	-18	7%
COC(=O)N=Nc1c(O)[nH]c2ccc(Br)cc12	-3	8%	1%	x	-3	0.2%	-3	-2%	-2	-16	x
Cc1cc(C)nc(SCc2ccc(C(=O)NNC(=O)Nc3cccc(Cl)c3)cc2)n1	0	11%	-1%	0%	-2	-1.2%	13	4%	33	5	-14%
O=C1Nc2ccccc2N(O)N1c1ccc(Cl)cc1	0	4%	0%	9%	-3	-0.4%	-16	-16%	-2	-4	-7%
CS(=O)(=O)c1ccc2nc(NC(=O)Oc3ccccc3)sc2c1	0	-4%	0%	0%	1	0.0%	9	-3%	3	-5	8%
COc1cccc(NC(=O)Cn2c3ccc(F)cc3c3nc4n(c(=O)c32)CCS4)c1	x	8%	4%	0%	0	-1.1%	14	x	5	-15	x
COc1ccc2c(c1)CC/C2=N\OC(=O)c1ccccc1C	-6	-3%	-5%	0%	17	0.3%	18	-3%	-7	-13	u
CC(=O)c1cccc(NC(=O)CSc2nc(=O)n(CCN3CCOCC3)c3c2CCCC3)c1	x	x	-1%	x	-4	0.2%	u	x	-5	15	x
NCCSc1c(-c2ccccc2)[nH]c2ccccc12	0	12%	-2%	-1%	2	-0.7%	7	2%	6	0	u
Cc1ccc(C(=O)NNC(=O)c2ccc(NC(=O)C(C)(C)C)cc2)cc1	0	20%	-2%	1%	4	-1.4%	25	-1%	-3	8	-11%
CCN(CC(=O)Nc1c(F)cccc1F)C(=O)CNC(=O)c1ccco1	x	x	2%	x	-6	-0.3%	30	x	-3	-13	x
COCCn1c(SCC(=O)Nc2ccccc2)nc2c(oc3ccccc32)c1=O	3	0%	2%	-2%	3	-0.8%	-14	2%	-7	-10	-8%
O=C1CS/C(=N\C(=O)N2c3ccccc3Sc3ccccc32)N1	3	-5%	2%	-3%	1	-0.1%	1	-1%	-1	1	u
CCCCCCCC(=O)N/N=C/c1ccc(Br)cc1	-15	8%	4%	3%	u	0.1%	1	20%	9	-82*	-17%
CC1CN(C(=S)NC(=O)c2ccc(Cl)cc2)CC(C)O1 (stereo not given)	x	-8%	-1%	-2%	-1	-0.3%	-20	-10%	-4	1	x
COc1ccc(C(=O)N=C2CCC(C#N)=C3c4cc(OC)c(OC)cc4CCN23)cc1	-1	4%	5%	0%	-4	-0.5%	-9	0%	0	1	7%
O=C(NCc1cccnc1)C(=O)Nc1ccc2c(c1)OCO2	2	-10%	-2%	13%	-3	0.0%	18	-6%	-4	-2	0%
NC(=NCCc1ccc(Cl)cc1)NS(=O)(=O)c1ccc(F)cc1	0	2%	1%	0%	3	-0.5%	14	4%	-5	1	-6%
COc1cc(C(=O)NCC(=O)Nc2c(C)cccc2C)ccc1OCC(=O)N1CCOCC1	x	x	0%	x	x	-0.6%	-2	x	-5	-3	x
CCc1c(C)nc2[nH]nc(-c3ccccc3C)n2c1=O	-8	0%	0%	-2%	-4	-0.1%	11	0%	-1	-193*	16%

Just KCNH2 3.1 inh, hERG WT inh and Coupling enz, for some of the entries so far:
| SMILES | KCNH2 3.1 inh | hERG WT inh | Coupling enz |
| --- | --- | --- | --- |
| O=C1CS/C(=N\C(=O)N2c3ccccc3Sc3ccccc32)N1 | 1 | -1 | 3 |
| CCCCCCCC(=O)N/N=C/c1ccc(Br)cc1 | -82* | 9 | -15 |
| CC1CN(C(=S)NC(=O)c2ccc(Cl)cc2)CC(C)O1 (stereo not given) | 1 | -4 | x |

(continued)
SMILES	Coupling enz	CXXC DNA block	USP2a inh	GALK inh	TRPV1 ag	B2AR arrestin	Giardia kill	PKM2 act	hERG WT inh	KCNH2 3.1 inh	Menin MLL FP TR
CCC12CC3CC(C1)CC(C(=O)O)(C3)C2	-1	0%	1%	5%	0	0.0%	-1	-2%	-10	3	-7%
COc1ccc2oc(C(=O)NNC(=O)c3ccc(F)cc3)c(C)c2c1	x	x	3%	x	u	0.1%	1	x	-1	8	x
Cc1cc(C)nc(SCCC(=O)Nc2ccccc2)n1	0	3%	0%	-2%	5	-0.3%	23	5%	6	-30	-9%
CCc1ccc(N2C(=O)CC(NNc3nc4ccccc4s3)C2=O)cc1 (stereo not given)	-4	12%	4%	2%	2	-0.6%	10	-2%	16	-22	26%
COc1ccc2nc(C)cc(NCc3ccc(F)cc3)c2c1	0	u	2%	0%	-1	0.2%	-5	5%	-6	-9	u

Some of the compounds tested, so the mix of outcomes need not match the whole.
